From PubChem
aSyn tox rescue – inhibitors of alpha-synuclein toxicity in yeast | S. cerevisiae alpha-synuclein toxicity rescue, BacTiter-Glo growth, 24 h | Potency, µM (doses to about 46.1 µM), inactives show at the highest dose growth rescue (activation), actives largely listed as activators | 94,000 tested, 0.02% active | AID 1347070; active = well fitted activation curve with a large enough effect; inconclusive = small, poorly fitted or top-dose-only effect; also: 0% is about no effect
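Growth restoration measured by BacTiter-Glo luminescence after 24 hr at 30 deg C; alpha-synuclein yeast, raffinose-pregrown to mid-log, were added at OD600=0.02 in galactose medium onto pinned compounds.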
* hit, by the source's call; ? = inconclusive. Potency is read from the fitted curve at half-maximal effect. A portion of the library; count on the stated rates, not on these rows.

SMILES	aSyn tox rescue
Cc1ccc(-c2nc(CSc3nncn4c3cc3occc34)c(C)o2)cc1	-8%
CCC(C)NC(=O)/C=C/c1ccc(S(=O)(=O)NCc2ccco2)cc1 (stereo unspecified)	0%
COc1ccc([C@H]2C[C@@H](n3cc(-c4ccc(F)cc4)nn3)[C@H](O)CN2Cc2cccs2)cc1	-2%
CN(/N=C/c1ccc(Br)o1)C1=NS(=O)(=O)c2ccccc21	-8%
O=C(COC(=O)c1ccccc1O)NCCC1=CCCCC1	5%
Cc1ccc(C(=O)c2sc(Nc3ccccc3)c(S(=O)(=O)c3ccccc3)c2N)c(C)c1	-7%
CCCc1cc(=O)[nH]c(SCc2ccc(F)cc2)n1	-3%
COc1cc(/C=C2\SC(=S)N(CC(=O)O)C2=O)ccc1OC(=O)c1ccco1	-10%
CN(C)S(=O)(=O)c1cccc(COC(=O)c2cnccn2)c1	-2%
COc1ccc(S(=O)(=O)N2CCCCC2)cc1-n1cnnn1	7%
COc1ccc(-c2csc(N(Cc3ccco3)C(=O)c3cccs3)n2)cc1	-1%
Cc1c(C(=O)NCc2cccc(Cl)c2)sc2nc3n(c(=O)c12)CCCC3	8%
COC(=O)c1ccc(OC)c(Cn2c(=O)n(-c3ccc(C)cc3)c(=O)c3c2cnn3C)c1	0%
COc1cccc(NC(=O)Nc2ccc3snnc3c2)c1	1%
COc1cc(C2NC(=O)N(C)C3=C2C(=O)N(c2cccc(Cl)c2)C3)ccc1O (stereo unspecified)	4%
CC(C)COc1ccc(Nc2ncnc3ccc(Br)cc23)cc1	0%
COc1ccc(S(=O)(=O)N2CCCCCC2)cc1C(=O)OC(C)C(N)=O (stereo unspecified)	-11%
Cc1ccc(C(=O)Nc2nnc(SCc3cc(=O)n4ccc(C)cc4n3)s2)cc1	1%
COc1ccccc1CN1CC(C(=O)NCCCCc2ccccn2)CCC1=O (stereo unspecified)	-10%
Cc1cc(NC(=O)CSc2nc(=O)n3cc(Cl)ccc3n2)no1	4%
CCOc1ccc2nc(N3C(=O)/C(=C/c4ccc(Cl)cc4)NC3=S)sc2c1	2%
CCN(C(=O)COC(=O)c1ccc(C)c(S(=O)(=O)N2CCCCC2)c1)C1CCS(=O)(=O)C1 (stereo unspecified)	2%
Cc1ccc(C)c(OCCSc2nc3ccccc3n2CC(=O)N2CCOCC2)c1	-2%
CC(C)CCNC(=O)C1CCC(Cn2c(=O)c3sccc3n(CC(=O)NC(C)C)c2=O)CC1 (stereo unspecified)	-11%
O=C(O)CC/C(=N\Nc1ccc(Cl)cc1)c1cccs1	2%
O=C(NCCCc1nc2ccccc2n1Cc1ccccc1F)c1ccco1	7%
Cc1ccccc1N1CC(c2nc3ccccc3n2CCC2CCCCC2)CC1=O (stereo unspecified)	?
CC(=O)c1ccc(NC(=O)C(C)N2CCN(C/C=C/c3ccccc3)CC2)cc1 (stereo unspecified)	-1%
C[C@@H]1CN([C@H](C)CO)S(=O)(=O)c2ccc(C#C[C@@H](C)O)cc2O[C@@H]1CN(C)Cc1ccc(-c2ccccc2)cc1	9%
CCCc1cc(C(=O)N(C2CCCCC2)C2CCCCC2)no1	5%
Cc1cccc(NC(=O)N2CCC(N3CCN(Cc4ccccc4)C(=O)C3=O)CC2)c1C	0%
CCc1ccc(C(=O)c2cn(CC(=O)Nc3ccc4c(c3)OCO4)c3ccc(F)cc3c2=O)cc1	2%
CC(C)CNC(=O)CN1C(=O)NC2(CCCc3ccccc32)C1=O (stereo unspecified)	-1%
COc1cccc(CNC(=O)Cn2ncc3c4ccccc4n(Cc4ccccc4)c3c2=O)c1	-2%
Cc1cc(NC(=O)c2cc(CC(C)C)on2)n(-c2ccccc2)n1	1%
Cc1cc(C)nc(SCc2ccc(C(=O)N/N=C/c3ccccc3C(=O)O)cc2)n1	-3%
Cc1nn(C)c2c1c(C(F)(F)F)cc(=O)n2Cc1cccc(Br)c1	7%
Cc1ccc(CNC(=O)C2CCCN(c3nn4c(=O)cc(C)nc4s3)C2)cc1 (stereo unspecified)	2%
CCOC(=O)c1noc2ncnc(N3CCN(c4cccc(Cl)c4)CC3)c12	-1%
COc1cccc(C(=O)NC(=O)Nc2ccc(-c3cc(C(F)(F)F)nn3-c3ccccc3)cc2)c1	3%
CCOc1ccc(-c2nc(-c3ccccc3)c(-c3ccccc3)[nH]2)cc1OCC	-3%
Cc1cc(C)cc(OCC(=O)OCC(=O)N2CCc3ccccc32)c1	15%
O=C(NCCc1ccc(F)cc1)C(=O)NCC(c1ccco1)S(=O)(=O)c1ccccc1 (stereo unspecified)	-1%
CC(c1ccccc1)n1cc2c(c1-c1ccccc1Br)c(=O)n(C)c(=O)n2C (stereo unspecified)	1%
CCOC(=O)c1cccc(NC(=O)C2CCN(S(=O)(=O)c3ccc4c(c3)oc(=O)n4C)CC2)c1	-1%
CCOc1cc(N2CCOCC2)c(OCC)cc1NC(=O)c1ccc(-n2ccnc2)c([N+](=O)[O-])c1	8%
COc1ccc(Br)cc1CNC(=O)CCCn1c(=O)c2cccn2c2ccccc21	2%
COc1ccc(C)cc1N(C)C(=O)c1c2c(nc3ccccc13)C(=O)N(C1CCCCC1)C2	-12%
CCN1C(=O)c2ccccc2S(=O)c2ccc(C(=O)NCc3ccccn3)cc21 (stereo unspecified)	5%
C=C(C)Cn1c(C2CC(=O)N(c3ccccc3F)C2)nc2ccccc21 (stereo unspecified)	0%
COc1ccc(C(=O)NCC(c2cccnc2)N2CCc3ccccc32)cc1 (stereo unspecified)	-2%
COc1cccc(-c2cccc(NC(=O)C3CCN(CCCn4cccn4)CC3)c2)c1	2%
CCc1ccc(NC(=O)c2cc(CC(C)C)on2)cc1	0%
O=C1c2ccccc2C(O)N1Cc1ccc2c(c1)OCO2 (stereo unspecified)	8%
CC(C)c1ccc(NC(=O)Cn2cc(S(=O)(=O)N3CCN(c4ccccc4F)CC3)c3ccccc3c2=O)cc1	-2%
O=C(Nc1ccc(Br)cc1)C1CCN(c2ncccn2)CC1	-1%
COc1ccc(Cl)cc1NC(=O)c1cc(S(=O)(=O)N2CCc3ccccc32)cn1C	-10%
COc1cccc(NC(=O)N(C)C[C@H]2OCc3cnnn3CCCC(=O)N([C@H](C)CO)C[C@@H]2C)c1	-3%
O=C(OCc1ccccc1)N1CCC2CC1c1ccc(Cl)cc12 (stereo unspecified)	-8%
CCOc1ccccc1CNC(=O)Cn1ncn2nc(-c3cccs3)cc2c1=O	-2%
New compounds follow
SMILES	aSyn tox rescue
COc1cc(-c2nc3sccn3c2Nc2c(C)cccc2C)ccc1O	3%
Cc1ccsc1/C=C1\Oc2cc(O)ccc2C1=O	-8%
O=C(Nc1ccccc1-c1nc2ccccc2[nH]1)c1ccc(N2C(=O)CCC2=O)cc1	-8%
S=C(NCCc1ccncc1)Nc1cccc2ccccc12	6%
Cc1ccccc1-c1nc(CS(=O)(=O)CC(=O)Nc2c(C)cccc2C)c(C)o1	-10%
CCN(CC(=O)NCc1cccs1)C(=O)c1ccc(OC)c(OC)c1	-5%
CC(C)(C)C(=O)NC1CC(=O)N(c2ccc3c(c2)OCCO3)C1 (stereo unspecified)	-12%
Cc1cccc(NC(=O)c2cnn(-c3ccccc3)c2-n2cccc2)c1C	-14%
CCc1noc(C)c1C(=O)Nc1cc(Cl)ccc1N1CCOCC1	0%
COc1ccc(C(=O)c2oc3ccccc3c2NC(=O)c2ccc(F)cc2)cc1	-9%
CCOC(=O)c1c(NC(=O)c2ccc(S(=O)(=O)N(CCOC)CCOC)cc2)sc2c1CC(C)(C)NC2(C)C	-7%
CCCCN(CC)CCCNC(=O)Cn1nc(CC)n2c(cc3sccc32)c1=O	-5%

20 of the compounds above, bar-delimited:
Compound | aSyn tox rescue
CCc1ccc(NC(=O)c2cc(CC(C)C)on2)cc1 | 0%
O=C1c2ccccc2C(O)N1Cc1ccc2c(c1)OCO2 (stereo unspecified) | 8%
CC(C)c1ccc(NC(=O)Cn2cc(S(=O)(=O)N3CCN(c4ccccc4F)CC3)c3ccccc3c2=O)cc1 | -2%
O=C(Nc1ccc(Br)cc1)C1CCN(c2ncccn2)CC1 | -1%
COc1ccc(Cl)cc1NC(=O)c1cc(S(=O)(=O)N2CCc3ccccc32)cn1C | -10%
COc1cccc(NC(=O)N(C)C[C@H]2OCc3cnnn3CCCC(=O)N([C@H](C)CO)C[C@@H]2C)c1 | -3%
O=C(OCc1ccccc1)N1CCC2CC1c1ccc(Cl)cc12 (stereo unspecified) | -8%
CCOc1ccccc1CNC(=O)Cn1ncn2nc(-c3cccs3)cc2c1=O | -2%
COc1cc(-c2nc3sccn3c2Nc2c(C)cccc2C)ccc1O | 3%
Cc1ccsc1/C=C1\Oc2cc(O)ccc2C1=O | -8%
O=C(Nc1ccccc1-c1nc2ccccc2[nH]1)c1ccc(N2C(=O)CCC2=O)cc1 | -8%
S=C(NCCc1ccncc1)Nc1cccc2ccccc12 | 6%
Cc1ccccc1-c1nc(CS(=O)(=O)CC(=O)Nc2c(C)cccc2C)c(C)o1 | -10%
CCN(CC(=O)NCc1cccs1)C(=O)c1ccc(OC)c(OC)c1 | -5%
CC(C)(C)C(=O)NC1CC(=O)N(c2ccc3c(c2)OCCO3)C1 (stereo unspecified) | -12%
Cc1cccc(NC(=O)c2cnn(-c3ccccc3)c2-n2cccc2)c1C | -14%
CCc1noc(C)c1C(=O)Nc1cc(Cl)ccc1N1CCOCC1 | 0%
COc1ccc(C(=O)c2oc3ccccc3c2NC(=O)c2ccc(F)cc2)cc1 | -9%
CCOC(=O)c1c(NC(=O)c2ccc(S(=O)(=O)N(CCOC)CCOC)cc2)sc2c1CC(C)(C)NC2(C)C | -7%
CCCCN(CC)CCCNC(=O)Cn1nc(CC)n2c(cc3sccc32)c1=O | -5%

Additional entries.
SMILES	aSyn tox rescue
C[C@H]1CN([C@@H](C)CO)C(=O)CCCn2cc(nn2)CO[C@@H]1CN(C)C(=O)c1cc(-c2ccccc2)on1	-8%
O=C(CSc1ccc2ccccc2n1)NCc1ccc2c(c1)OCO2	13%
CN1CCc2c(sc(N)c2C(=O)O)C1	12%
COc1ccc(CNc2oc(-c3ccc(COc4ccccc4C)o3)nc2C#N)cc1	2%
CC12CCC(C(=O)Nc3cccc(Cl)c3Cl)([C@H](Br)C1=O)C2(C)C (stereo partly specified)	7%
CCc1nnc(NC(=O)CCS(=O)(=O)c2ccc(C)cc2)s1	6%
CN(C)S(=O)(=O)c1cccc(NC(=O)C2Cc3ccccc3CN2C(=O)c2ccco2)c1 (stereo unspecified)	-9%
Cc1ccc(-c2csc(C3=C(O)CN(NC(=O)c4ccco4)C3=N)n2)cc1	1%
COc1ccc(C(=O)CC(=O)C(=O)NCCc2cccc(C)c2)cc1	?
CCOC(=O)c1ccc(OC(=O)c2cn(-c3ccc(C)cc3)c(=O)c3ccccc23)cc1	8%
CCN(CC(=O)Nc1c(F)cccc1F)C(=O)Cc1csc(-c2ccc(OC)c(OC)c2)n1	-1%
O=C1C(C=Nc2ccc(F)cc2)=C(O)c2ccccc21	9%
Fc1ccc(C2=NC(c3cccc(C(F)(F)F)c3)=Nc3ccccc3N2)cc1	-3%
COc1cccc(C(=O)CC2(O)C(=O)N(Cc3ccccc3)c3ccccc32)c1 (stereo unspecified)	23%
CCC1Sc2ccccc2N(CC(=O)NCc2ccc(C)cc2)C1=O (stereo unspecified)	0%
CCCCn1cnc2cc(NCc3ccc(OCC)cc3)ccc21	-5%
CCNC(=O)C1CCCN(c2nnc(C)c3c(C)n(-c4ccc(C)cc4)nc23)C1 (stereo unspecified)	0%
CC(Sc1nc(=O)cc(N)n1CCc1ccccc1)C(=O)NCc1ccccc1 (stereo unspecified)	-2%
COc1ccc(-n2c(SCc3nc(-c4ccc(Cl)cc4)no3)nnc2-c2ccncc2)cc1	?
Cc1cc(=O)n(CC(=O)N2CCCc3ccccc32)c2c1c(C)nn2-c1cccc(F)c1	12%
COC(=O)c1c(NC(=O)c2cc(OC)c(OC)c(OC)c2Br)sc2c1CCC(C)C2 (stereo unspecified)	1%
O=c1c2c3c(sc2n(Cc2ccccc2F)c(=O)n1-c1ccc(Cl)cc1)CCCC3	2%
c1csc(C2=NC(c3ccncc3)=Nc3ccccc3N2)c1	2%
O=C(CCN1C(=O)c2ccccc2S1(=O)=O)N1CCN(c2ccccc2F)CC1	11%
Cc1cc(N2CCN(c3cccc(C)c3C)CC2)n2cnnc2n1	23%
Nc1c(C(=O)Nc2ccc3c(c2)OCCO3)nnn1CCc1ccccc1	2%
COc1ccc2c(c1)c(=O)c(S(=O)(=O)c1ccc(C)cc1)cn2Cc1ccccc1C	6%
O=C(CSc1nnc(Cn2c(=O)sc3ccccc32)n1-c1ccccc1)N1CCCC1	0%
O=C(Nc1ccc(N2CCN(CCOc3ccc(Cl)cc3)CC2)c(C(=O)O)c1)c1ccc(F)cc1	2%
NC(=O)c1ccccc1NC(=O)CC1(CC(=O)O)CCCC1	5%
COc1cccc(N2CCN(C(=O)c3cccc(S(=O)(=O)N4CCCC4)c3)CC2)c1	-1%
Cc1nnc(N2CCCC(C(=O)NCc3ccccc3)C2)c2nn(-c3ccccc3)c(C)c12 (stereo unspecified)	5%
C[C@H](CO)N1C[C@H](C)[C@@H](CN(C)Cc2cccnc2)Oc2ncc(-c3cccc(C#N)c3)cc2C1=O	4%
CCC1CN(C(=O)Nc2cc(Cl)ccc2C(=O)OC)c2ccccc2S1 (stereo unspecified)	-12%
O=C(CSc1oc(-c2ccco2)nc1S(=O)(=O)c1ccc(Cl)cc1)c1ccc(Cl)cc1	2%
Cc1ccccc1CN1CCCN(CC(=O)Nc2c(C)cccc2C)S1(=O)=O	1%
Cc1ccc(N(CC(=O)N/N=C/c2ccc(OC3CSC3)cc2)S(=O)(=O)c2ccccc2)c(C)c1	12%
CC(C)OCCCn1c(SCc2cccc(Br)c2)nc2c(sc3ccccc32)c1=O	-1%
COc1cc(NC(=O)CCn2c(=S)oc3ccccc32)cc(OC)c1OC	6%
Cc1cccc(NC(=O)NCC2CC2)c1	-1%
Cc1cc(Cl)ccc1NC(=O)c1cc2ccccn2n1	-10%
COc1ccccc1C(=O)N1CCN(c2nc3cc(C)cc(C)c3cc2C#N)CC1	4%
